# Assay outcomes from PubChem BioAssay.
# HSF1 inh = HSF1 inhibition; activity change, negative = inhibition, % at 7.5 µM (by protocol); AID 2098; NIH3T3-HGL HSE-luciferase, MG132-induced, luminescence 8 h; hits give low values; hit rate 0.77% among 300,000;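 active means more than half of replicate wells show activity change below -50%, luminescence cut by over half; inconclusive means some wells, but at most half, below -50%; inactive means no replicate well below -50%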;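 further: luciferase reports HSF-1 transcriptional activity via heat shock element; 0% = median of DMSO wells and -100% = zero luminescence signal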
# GSK3A inh = blocks human GSK-3 alpha kinase; P49840; ADP-Glo luminescence, 60 min; inhibition, % at 10 µM; hit rate 0.1% among 320,000;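 in the data active means inhibition above about 50%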;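 further: GST-tagged GSK-3 alpha with peptide substrate and 25 µM ATP; 0% = DMSO neutral wells and 100% = GW8510 positive control wells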
# Target sequence (P49840 whole entry, looked up): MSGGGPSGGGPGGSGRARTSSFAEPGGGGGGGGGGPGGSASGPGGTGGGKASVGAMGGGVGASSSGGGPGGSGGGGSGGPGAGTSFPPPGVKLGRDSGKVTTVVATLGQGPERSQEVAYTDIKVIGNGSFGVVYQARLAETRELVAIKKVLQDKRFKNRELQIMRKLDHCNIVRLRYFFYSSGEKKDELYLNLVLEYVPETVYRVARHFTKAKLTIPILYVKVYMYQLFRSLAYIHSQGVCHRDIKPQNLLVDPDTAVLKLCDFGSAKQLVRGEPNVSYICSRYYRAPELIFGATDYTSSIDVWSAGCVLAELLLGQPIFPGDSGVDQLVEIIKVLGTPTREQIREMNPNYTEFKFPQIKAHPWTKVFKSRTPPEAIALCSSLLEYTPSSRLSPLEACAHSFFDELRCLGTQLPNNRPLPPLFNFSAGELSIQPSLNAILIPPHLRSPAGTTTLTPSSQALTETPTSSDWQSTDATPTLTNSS
# HSP90 refold inh = HSP90 refolding inhibition in rabbit reticulocyte lysate. luciferase refolding luminescence, 3 h. inhibition, % at 5.6 µM. hit rate 0.91% among 290,000;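 active means inhibition above the screen-wide mean plus 3 SD, computed separately per campaign, cut at about 16% in these data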;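 further: 0% = DMSO wells and 100% = 60 µM geldanamycin wells; inhibitors lower the luminescence because luciferase stays unfolded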
# PolyA inh = inhibitors of polyadenylation in S. cerevisiae; S. cerevisiae SKY197-pL101 polyadenylation reporter, beta-gal luminescence; efflux-impaired pdr1/pdr3 knockout yeast; score 100 = 6 SD above DMSO; calls only at 12 µM; hit rate 0.02% among 300,000;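 active means lowest replicate activity score at least 50, where 100 means six control SD above control mean; inconclusive means lowest score under 50 but half or more replicates reach 50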;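 further: yeast exposed to compound for 9 h at 30 °C; higher score means more reporter readthrough which indicates perturbed polyadenylation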
# AI-2 QS modul = modulators of Vibrio harveyi AI-2 quorum sensing system | Vibrio harveyi JMH597 AI-2 luminescence/OD600 ratio, 9 h; hits give low values; strain lacks LuxN and CqsS sensors; 0 = neutral-control median | activity change, % at 7.5 µM | hit rate 0.4% among 300,000; in the data active means activity change below about -75%, passing the limit was not always enough; inconclusive means no clear call, values can overlap the other calls;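 further: luminescence divided by OD600 gain over 9 h not by final OD600 alone; inactives centre near 13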
# HSF-1 act = increases HSF-1 driven luciferase reporter signal; NIH3T3-HGL HSF-1 luciferase reporter, MG132, 8 h; 100% = twice DMSO control signal; activation, % at 9 µM; hit rate 1.7% among 300,000; AID 504408;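 active means mean replicate activation of at least 50% with a set share of replicates each reaching 50%; inconclusive means only one of those two conditions met; inactive means mean below 50% and too few replicates reaching it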;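 further: 0% = median of the neutral control wells and 100% = twice that signal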
# KLF5 inh = kruppel-like factor 5 inhibition. DLD-1 KLF5 promoter-luciferase reporter, luminescence. inhibition, % at 5 µM. hit rate 0.23% among 290,000;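 active means inhibition above a per-plate limit of that plate's mean compound inhibition plus 3 SD, cut at about 60% in these data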;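 further: 0% = DMSO wells and 100% = LY294002 at 200 µM; higher means less KLF5 promoter-driven luciferase light; inactives centre near -14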
# IEC-6 tox = IEC-6 cytotoxicity, counter-screen for KLF5 inhibitors; luminescence viability; inhibition, % at 5 µM; hit rate 0.78% among 290,000; AID 1825; in the data active means inhibition above about 22%;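 further: 0% = plate median of test compound wells and 100% = cytotoxic reference compound wells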
# GSK3B inh = human GSK3beta kinase inhibition; activity score (negative = inhibition), % at 10 µM; AID 2097; GST-GSK3beta kinase, ADP-Glo luminescence, 60 min; hits give low values; hit rate 0.038% among 300,000; P49841;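 active means more than half of replicate wells score below -50%, meaning over 50% inhibition versus plate controls; inconclusive means some replicates but at most half score below -50%; inactive means no replicate scores below -50%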;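 further: 0% = median DMSO wells and -100% = median GW8510 positive control wells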
# Target sequence (P49841 whole entry, looked up): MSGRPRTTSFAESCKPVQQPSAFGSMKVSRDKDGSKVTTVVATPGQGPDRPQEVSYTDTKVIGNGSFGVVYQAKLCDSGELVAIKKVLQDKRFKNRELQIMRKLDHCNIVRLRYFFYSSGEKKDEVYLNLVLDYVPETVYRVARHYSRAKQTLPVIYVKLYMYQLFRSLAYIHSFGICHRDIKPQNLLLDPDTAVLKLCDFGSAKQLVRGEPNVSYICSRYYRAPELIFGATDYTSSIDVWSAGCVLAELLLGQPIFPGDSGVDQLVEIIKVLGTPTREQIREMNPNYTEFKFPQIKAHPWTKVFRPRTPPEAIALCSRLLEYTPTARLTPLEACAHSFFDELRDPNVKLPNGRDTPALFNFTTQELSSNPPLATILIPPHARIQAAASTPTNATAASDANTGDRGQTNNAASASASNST
#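 Test system: GST-fused GSK3beta enzyme, cell-free | Quantity: 1.6 ng GST-GSK3beta enzyme per well | Reagent: 25 µM ATP with peptide substrate | Schedule: 60 min enzyme reaction, room temperature | Signal: Luminescent ADP-Glo measurement of ADP formed | Read-out basis: Score relative to plate controls | Control set: DMSO and 20 µM GW8510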
# aSyn 5UTR inh = 5' untranslated region of α-synuclein, MLPCN primary screen; alpha-synuclein 5'UTR reporter, inhibitor activity; inhibition, % (tested at 7.5 µM); hit rate 0.82% among 300,000; in the data active means inhibition above about 60%; inconclusive means no clear call, values can overlap the other calls;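 further: H4 neuroglioblastoma cells stably carrying SNCA 5'UTR luciferase fusion; 0% = DMSO wells and 100% = positive control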
# * = called active by the depositor; i = inactive; ? = inconclusive; . = not tested or not shown. This is a subset (hit frequency here may not be typical).
Structure	HSF1 inh	GSK3A inh	HSP90 refold inh	PolyA inh	AI-2 QS modul	HSF-1 act	KLF5 inh	IEC-6 tox	GSK3B inh	aSyn 5UTR inh
Nc1nonc1-c1nc2ccccc2n1Cc1ccc(Cl)cc1	2	2	-1	i	13	-5	-10	2	-1	16
CC1CN(C(=O)/C=C/c2ccc3c(c2)OCO3)CC(C)O1 (stereo unspecified)	-6	-3	3	i	1	-1	16	4	4	-26
CC1CCN(C(=O)CSc2nncn2C)CC1	0	.	2	.	14	-8	-10	1	4	0
COC(=O)CSc1ccc2c(N)c(C(=O)OC)sc2c1	1	-2	6	i	6	18	-20	2	-5	8
COc1cc(NC(=S)N2CCc3ccccc3C2)cc(OC)c1	13	-1	-5	i	28	16	-17	-2	-5	-3
CC(C)C(=O)Nc1nc(-c2ccc(S(=O)(=O)N3CCOCC3)cc2)cs1	3	5	3	i	19	5	-24	6	0	14
Cc1ccc(SCC(=O)N2CCC(C(N)=O)CC2)cc1	-2	-1	2	i	14	25	-33	-8	-2	-22
O=S(=O)(c1ccc(S(=O)(=O)N(Cc2cccs2)CC2CCCO2)cc1)N1CCCCC1 (stereo unspecified)	16	.	-1	i	-26	26	-41	-4	4	-57
C=CCc1ccc(OCCOCCOc2ccccc2[N+](=O)[O-])c(OC)c1	1	1	-1	i	3	17	-29	3	1	-24
CN(CC(=O)Nc1cccc(F)c1)C(=O)c1cc([N+](=O)[O-])ccc1N1CCOCC1	-1	-4	.	i	10	9	.	.	-3	-7
O=C(Nc1ccc(S(=O)(=O)Nc2ncccn2)cc1)c1ccc2ncsc2c1	-26	-2	10	i	12	-26	-15	-4	7	-11
COc1ccc(NC(=S)NCCCN2CCCC2)cc1Cl	-3	6	4	i	20	4	-8	2	5	-9
O=C(CSc1ccc2nnc(-c3ccc(Cl)cc3)n2n1)N1CCc2ccccc21	0	-1	-1	i	10	15	-20	4	1	16
COc1ccc(C(=O)Nc2ccc3cn[nH]c3c2)c(OC)c1	23	2	-3	i	11	?	-125	-1	2	-99
COC(=O)C1=C(C)N(CCc2c[nH]c3ccccc23)C(=O)C1	2	-2	-1	i	8	15	0	-5	3	-52

# (cont.)
Structure	HSF1 inh	GSK3A inh	HSP90 refold inh	PolyA inh	AI-2 QS modul	HSF-1 act	KLF5 inh	IEC-6 tox	GSK3B inh	aSyn 5UTR inh
CCn1cc([N+](=O)[O-])c(C(=O)Nc2nc3ccc(OC)cc3s2)n1	.	-4	-1	i	10	.	-38	-2	-1	-84
C1=C(c2ccccc2)Nc2nnnn2C1c1cccs1 (stereo unspecified)	-1	-1	-8	i	12	21	-28	-11	1	-52
CCc1ccc(CNC(=O)c2ccc3c(c2)NC(=O)C(N2CCOCC2)S3)cc1 (stereo unspecified)	4	-1	0	i	11	0	-9	-2	-1	21
CN(C)S(=O)(=O)c1ccc(Cl)c(NC(=O)COC(=O)/C=C/c2ccco2)c1	-1	-6	3	i	9	35	-25	-4	2	-26
CS(=O)(=O)N(CC(=O)N1CCCC1)c1cc(C(F)(F)F)ccc1Cl	-10	-2	0	i	15	-14	-17	3	1	19
CC(CCc1ccccc1)NC(=O)c1nnc(Cc2ccc(F)cc2)o1 (stereo unspecified)	-4	-2	5	i	25	-6	-11	1	1	19
CCOc1ccccc1-c1nc(CN(Cc2cnn(C)c2)C(C)C)c(C)o1	-9	-2	-4	i	14	-14	-2	-2	1	-4
Nc1[nH]n2c(=O)cc(-c3ccccc3)nc2c1N=Nc1ccccc1	-4	-1	-1	i	15	-17	-10	-3	-3	68*
Cc1c(NC(=S)NC(=O)c2ccc(-c3ccc(Cl)cc3)o2)cccc1C(=O)O	0	1	4	i	-2	10	-17	9	1	11
CC(C)=C1C2CCC1C1C(=O)N(c3nc(-c4ccc(F)cc4)c(C)s3)C(=O)C21 (stereo unspecified)	9	1	-3	.	28	-1	1	0	4	7
COc1ccc(N2C(=O)C(CC(=O)Nc3ccc(F)cc3)N(CCc3cccs3)C2=O)cc1 (stereo unspecified)	2	0	3	i	12	12	-20	-2	2	19
O=C(NCCN1CCOCC1)N1c2ccccc2Sc2ccccc21	6	-1	2	i	5	15	-13	0	3	15
C/C(CCc1oc2ccc(Br)cc2c1-c1ccc(C)o1)=N/O	-2	2	2	i	17	13	-9	1	1	-15
O=C(NCC1CCCO1)c1onc(CSc2ccc(Cl)cc2)c1C(=O)O (stereo unspecified)	-61*	-1	-2	i	0	-70	-29	0	8	29
O=[N+]([O-])c1cccc(S(=O)(=O)c2ccc(NCCOCCO)c([N+](=O)[O-])c2)c1	2	-1	-1	i	17	-8	-25	3	4	-6

# Pulled by structure from above, 4 records:
Structure	HSF1 inh	GSK3A inh	HSP90 refold inh	PolyA inh	AI-2 QS modul	HSF-1 act	KLF5 inh	IEC-6 tox	GSK3B inh	aSyn 5UTR inh
CC(C)=C1C2CCC1C1C(=O)N(c3nc(-c4ccc(F)cc4)c(C)s3)C(=O)C21 (stereo unspecified)	9	1	-3	.	28	-1	1	0	4	7
O=[N+]([O-])c1cccc(S(=O)(=O)c2ccc(NCCOCCO)c([N+](=O)[O-])c2)c1	2	-1	-1	i	17	-8	-25	3	4	-6
CC(C)C(=O)Nc1nc(-c2ccc(S(=O)(=O)N3CCOCC3)cc2)cs1	3	5	3	i	19	5	-24	6	0	14
Cc1ccc(SCC(=O)N2CCC(C(N)=O)CC2)cc1	-2	-1	2	i	14	25	-33	-8	-2	-22

# (cont.)
Structure	HSF1 inh	GSK3A inh	HSP90 refold inh	PolyA inh	AI-2 QS modul	HSF-1 act	KLF5 inh	IEC-6 tox	GSK3B inh	aSyn 5UTR inh
COC(=O)c1cc(NC2c3ccccc3C(=O)N2c2cccnc2)cc(C(=O)OC)c1 (stereo unspecified)	2	1	-3	i	-8	-16	5	-1	2	-30
COc1cc(/C=N/n2nnnc2N)ccc1OC(C)C	-6	2	-3	i	8	9	-15	-2	-1	-11
COc1ccc(NC(=O)C2=C(C)C(=O)OC23CCC(C)CC3)cc1Cl (stereo unspecified)	10	1	4	i	2	22	-15	3	3	37
COC(=O)c1ccc(N2CCOCC2)c(NC(=O)c2ccc3c(c2)OCO3)c1	-8	-1	0	i	7	4	-26	-3	1	-1
O=C(O)c1ccccc1-c1ccc(/C=C/c2cc(C(F)(F)F)[nH]c(=O)n2)o1	9	.	1	i	27	10	-12	-5	3	23
N#Cc1c(-c2ccccc2)nc(SCc2cccc(Cl)c2)[nH]c1=O	0	-7	-4	i	13	0	-32	-1	0	12
COc1ccc(CNC(=O)c2cc3ccccc3o2)cc1OC	-3	2	0	i	-67	-1	-44	1	0	-2
OCCC1CN(Cc2cc(F)ccc2-n2cccn2)CCN1Cc1ccc(F)cc1 (stereo unspecified)	-6	-3	-2	i	9	-5	-9	3	2	7
c1ccc(-c2nnc3ccc(N4CCCC4)nn23)cc1	5	2	2	i	5	22	10	-6	-4	41
O=C(NCCCN1CCN(c2cccc(Cl)c2)CC1)c1nc(-c2ccncc2)no1	1	12	2	i	18	4	-3	2	-5	17
C/C(=N\Nc1nc(N)cc(Cl)n1)c1ccc(F)cc1	-1	6	-3	i	-8	5	0	-1	1	-71
Cc1cc(Nc2ccccc2)n(-c2nc3ccccc3[nH]2)n1	-8	2	3	i	32	-22	22	1	-3	43
CCOC(=O)C1=C(C)NC(=O)C1(NC(=O)c1cccnc1)C(F)(F)F (stereo unspecified)	-4	-1	4	i	7	-21	-23	1	2	25
COc1ccc(C2=NN(C(=O)CCC(=O)O)C(c3cccs3)C2)cc1 (stereo unspecified)	1	.	-5	i	24	10	-31	-1	1	-15
Cc1ccc(CN2CCN(C(=O)CC(C)C)CC2)cc1	-6	-3	4	i	-13	3	-15	-5	-1	0

# Molecules shown so far with a COOH group, in the order listed:
Structure	HSF1 inh	GSK3A inh	HSP90 refold inh	PolyA inh	AI-2 QS modul	HSF-1 act	KLF5 inh	IEC-6 tox	GSK3B inh	aSyn 5UTR inh
Cc1c(NC(=S)NC(=O)c2ccc(-c3ccc(Cl)cc3)o2)cccc1C(=O)O	0	1	4	i	-2	10	-17	9	1	11
O=C(NCC1CCCO1)c1onc(CSc2ccc(Cl)cc2)c1C(=O)O (stereo unspecified)	-61*	-1	-2	i	0	-70	-29	0	8	29
O=C(O)c1ccccc1-c1ccc(/C=C/c2cc(C(F)(F)F)[nH]c(=O)n2)o1	9	.	1	i	27	10	-12	-5	3	23
COc1ccc(C2=NN(C(=O)CCC(=O)O)C(c3cccs3)C2)cc1 (stereo unspecified)	1	.	-5	i	24	10	-31	-1	1	-15

# Going on with the list:
Structure	HSF1 inh	GSK3A inh	HSP90 refold inh	PolyA inh	AI-2 QS modul	HSF-1 act	KLF5 inh	IEC-6 tox	GSK3B inh	aSyn 5UTR inh
CCCn1nnnc1NCc1cccc(Cl)c1	-4	-1	5	i	0	-5	10	6	-1	4
CCC(=O)Nc1cc(C(=O)O)ccc1Sc1ccccc1	-3	-1	0	i	19	-17	-13	-4	-24	7
CC(C)C(=O)O/N=C1\CCS(=O)(=O)c2sccc21	-6	0	-1	i	0	-15	-6	-8	1	-9
CC(C)n1c(SCC(=O)N2c3ccccc3Sc3ccccc32)nc2c1c(=O)n(C)c(=O)n2C	-2	.	-5	i	2	6	-27	-4	0	?
O=C(CCn1nnc2ccccc21)Nc1nnc(Cc2ccccc2)s1	7	-3	2	i	-7	10	5	1	-1	-3
COC(=O)c1cn(CC(=O)NC2CCCCCC2)c2ccccc12	-1	-3	-1	i	11	7	-8	-5	3	10
CC(C)C(OC(=O)c1ccco1)C(=O)NCc1cccs1 (stereo unspecified)	-1	1	0	i	-2	24	2	4	-3	-2
COc1cc2c(cc1OC)C(C)N(S(=O)(=O)c1cn(C)c(C)n1)CC2 (stereo unspecified)	-1	-1	-1	i	12	3	-6	-5	1	5
CC1c2cc3c(cc2CCN1C(=O)c1ccc(Cl)cc1)OCCCO3 (stereo unspecified)	5	1	4	i	17	16	-24	15	1	20
NC(=O)N/N=C/c1cc(F)cc(F)c1	-2	0	3	i	8	-7	20	0	0	-8
OC(CNCc1ccc(Cl)cc1)C(F)(F)F (stereo unspecified)	1	1	-2	i	8	-3	-21	-2	0	10
COc1ccc(OC)c(N(CC(=O)NCCSC2CCCCC2)S(=O)(=O)c2ccccc2)c1	0	0	4	i	24	3	-24	-5	3	2
CCOc1ccc(C2/C(=C(/O)c3ccc(OC)cc3)C(=O)C(=O)N2c2cc(C)on2)cc1OC (stereo unspecified)	1	-1	-5	i	50	12	-4	3	1	-12
